MT stabilize HCS – stabilizes microtubules in HeLa cells | HeLa tubulin immunostaining HCS, 24 h; share of cells brighter than vehicle mean+2SD | hit rate 0.83% among 200,000 | % tubulin-high responders, % at 10 µM;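 active = plate Z-score above 3 for both tubulin-high and condensed-nucleus cell shares, with cell loss under 80%, at 10 µM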;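 note: anti alpha tubulin signal scored within the nucleus-defined area of each cell; some results filed as inactive read as strong as hits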
bCat nuc transl – alters nuclear translocation of beta-catenin in HeLa cells. hit rate 0.3% among 190,000. nuclear translocation activity, % at 5 µM. immunofluorescence imaging;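 active = nuclear translocation activity above 50% at 5 µM, with a well cell count of 50 or more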;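 note: per-cell ratio of nuclear to cytoplasmic median beta-catenin stain intensity; plate controls were DMSO negative control for no effect and GSK-3 inhibitor IX positive control for full effect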
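Test system: human HeLa cells, endogenous beta-catenin. Times: 24 h compound exposure, 37°C. Measured by: beta-catenin immunofluorescence imaging with DAPI.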
Autophagy HCS – modulators of autophagy; calls only at 10 µM (by protocol); MEF GFP-LC3 puncta imaging; test concentration mostly 10 µM; hit rate 0.98% among 190,000; AID 463193;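 active = percentage of spot-positive cells more than 3 SD above its plate mean, without a fluorescence outlier flag or 80% toxicity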;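 note: spot-positive cell cutoff set from DMSO-treated cells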
M17LAP inhibition – P. falciparum M17LAP inhibitors, primary screen, biochemical, fluorogenic H-Leu-NHMec substrate, 1536-well (AID 1619). inhibition, % at 30 µM; hits with a dose series show IC50 in µM. recombinant M17LAP, H-Leu-NHMec fluorogenic kinetic assay; higher % means a stronger effect. hit rate 0.38% among 220,000;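 active = compound inhibiting the enzyme by more than half at any dose during confirmatory dose-response retesting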;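 note: plate controls were full reaction with DMSO carrier for no effect and no enzyme background for full effect; strong numbers were not always called active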
WT yeast gro inh – growth inhibition of WT yeast, mitochondrial fusion screen. inhibition, % at 10 µM. mitochondrial fusion phenotypic screen, WT strain. hit rate 2.1% among 190,000; in the data active = inhibition above about 58%; tested in S. cerevisiae
Yfh1-depleted yeast – mitochondrial function rescue without frataxin homolog – Friedreich's ataxia, plus single-dose screen, dose response (AID 1465); fold induction at 50 µM; hits with a dose series show EC50 in µM; S. cerevisiae Yfh1-off respiration, WST-1 reduction, 72 h; higher fold induction means a stronger effect; hit rate 0.074% among 220,000;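 active = fold induction of absorbance versus untreated yeast above a set limit, then at least 30% activation at any dose in follow-up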;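 note: activators that raise dye reduction in frataxin-depleted yeast; strong numbers were not always called active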
Dynein transport – dynein cargo transport inhibition; 3617.4 mouse cells, GR-EGFP nuclear translocation imaging; test concentration mostly 20 µM; stimulated with dexamethasone, 1 µM; hits give low values; z-score, hits read low; hit rate 0.47% among 220,000; AID 1381;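 active = plate z-score of nuclear minus cytoplasmic receptor signal below a set negative limit, without overly bright fluorescence or cell loss, cut at about -3.5 in these data, passing the limit was not always enough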;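 note: z-score of nuclear minus cytoplasmic ring GR-EGFP intensity difference per well; some compounds called inactive have numbers as strong as hits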
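Buffer or medium – tet-free medium with charcoal-stripped serum · Signal – automated 10x imaging of fixed Hoechst-stained cells · Also added – dexamethasone agonist, 1.0 µM final, for 30 min · Incubation – induction 48 h, compound 1 h, agonist 30 min · Read-out – GR-EGFP nuclear translocation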
M1AAP inhibition – malaria alanyl aminopeptidase activity blockers – biochemical, fluorogenic H-Leu-NHMec substrate, 1536-well (AID 1445) | inhibition, % at 30 µM; hits with a dose series show IC50 in µM | hit rate 0.42% among 220,000 | recombinant M1AAP, H-Leu-NHMec fluorogenic kinetic assay; higher % means a stronger effect;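 active = primary inhibition above the hit cutoff, then over 50% inhibition at one or more dose response concentrations, cut at about 23% in these data, passing the limit was not always enough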;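 note: plate controls were DMSO full reaction for no effect and no enzyme background for full effect; strong numbers were not always called active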
T cell HTS – modulates CD8 T cell binding to vesicles. AID 2052. 2C CD8+ T cell-vesicle binding, flow cytometry; hits give low values. hit rate 0.068% among 330,000. calls only at 7 µM;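 active = response, share of CD8 T cells binding vesicles, and their 90th percentile fluorescence all below set limits, cut at about 80% in these data, passing the limit was not always enough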
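Material: 2C TCR transgenic mouse naive CD8+ T cells, MACS-purified. Also added: QL9-charged Drosophila Ld/ICAM-1/B7-1 vesicles. Timing: binding 1.5 h at 37 °C. Measured by: high-throughput flow cytometry with anti-B7-1 and anti-CD8 staining. Read-out: percent CD8+ FL2 mean versus row control. Controls: Unloaded micro-vesicles (low), QL9 vesicles with 0.7% DMSO (high).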
WT yeast gro inh mutant strain – second read-out of WT yeast gro inh, no call of its own (marks repeat the call); inhibition, %; mitochondrial fusion phenotypic screen, mutant strain inhibition
Dynein transport cytoplasmic EGFP – second read-out of Dynein transport, no call of its own (marks repeat the call); z-score; measured here: cytoplasmic GR-EGFP intensity; hits give high values
Dynein transport nuclear GR-EGFP – recorded beside Dynein transport, whose call it bears; z-score; measured here: nuclear GR-EGFP intensity;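 lower value marks the stronger effect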
Dynein transport cell count – second read-out of Dynein transport, no call of its own (marks repeat the call); z-score; measured here: cell count per field
bCat nuc transl cell count 5 µM – second read-out of bCat nuc transl, no call of its own (marks repeat the call); cell count; measured here: cell count, cytotoxicity flag
T cell HTS vesicle-bound % – also measured in T cell HTS; calls as there; double positive events, %; measured here: CD8+ vesicle-bound cell fraction;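 binding gate set so that unloaded-vesicle control wells show 10% double positive cells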
MT stabilize HCS Hoechst-high % – second read-out of MT stabilize HCS, no call of its own (marks repeat the call); % Hoechst-high responders; measured here: nuclear condensation Hoechst responders;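 share of cells brighter than vehicle mean plus two SD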
MT stabilize HCS cytotoxicity % – also measured in MT stabilize HCS; calls as there; toxicity, %; measured here: cytotoxicity by cell density;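 0% = mean cell density of plate MIN control wells and 100% = no cells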
Autophagy HCS cell loss 18 h – recorded beside Autophagy HCS, whose call it bears; toxicity, %; measured here: cell loss, nuclei count;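 cell loss after 18 h compound exposure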
Active calls of the source: *; i = inactive; . = no result given.

SMILES	MT stabilize HCS	MT stabilize HCS Hoechst-high %	MT stabilize HCS cytotoxicity %	bCat nuc transl	bCat nuc transl cell count 5 µM	Autophagy HCS	Autophagy HCS cell loss 18 h	M17LAP inhibition	WT yeast gro inh	WT yeast gro inh mutant strain	Yfh1-depleted yeast	Dynein transport	Dynein transport cytoplasmic EGFP	Dynein transport nuclear GR-EGFP	Dynein transport cell count	M1AAP inhibition	T cell HTS	T cell HTS vesicle-bound %
Cn1c(CNC2CCCCC2)c(C#N)c2ccccc21	2.5	1.5	4.8	-0.1	1367	i	2.3	-6.0%	9.4	-8.3	i	-0.511	-0.241	-0.993	1.4	3.3%	i	38.2
N/C(=N\OS(=O)(=O)c1ccc(Cl)cc1)c1cccnc1	1.7	2.5	2.0	-1.4	974	i	5.8	1.6%	-13.3	-11.4	i	-0.716	-0.258	-0.704	0.834	11.9%	i	38.1
COc1ccc(CNS(=O)(=O)c2ccc(C3CNC(=O)C3)cc2)cc1 (stereo unspecified)	4.3	1.7	4.7	3.5	1191	i	1.2	-0.4%	-13.8	-6.0	i	-0.636	-0.236	-0.338	-0.375	0.4%	i	34.8
Cc1noc(C)c1C(=O)Nc1ccc(F)cc1F	1.2	1.6	12.4	0.4	1126	i	-4.4	-2.9%	9.5	18.8	i	-0.963	-0.22	-0.531	0.491	1.9%	i	57.3
O=C(COC(=O)CN1C(=O)c2cccc([N+](=O)[O-])c2C1=O)NC1CCS(=O)(=O)C1 (stereo unspecified)	.	.	.	-1.0	1355	.	.	4.2%	.	.	i	0.183	-0.308	0.111	0.488	2.5%	i	9.7
CC(SCc1ccccc1)C(=O)N/N=C/c1cc2c(cc1Br)OCO2 (stereo unspecified)	3.5	2.0	5.9	-1.1	1427	i	-28.6	9.7%	33.7	11.2	i	0.0887	-0.213	0.451	-0.236	1.8%	i	32.3
COc1ccccc1OCCNC(=O)c1cc(SC)ccc1Cl	1.7	1.8	5.6	-0.4	930	i	3.5	0.0%	-8.7	-11.7	i	-0.404	-0.286	-0.442	0.375	-3.4%	i	39.8
CN(C)CCCN1C(=O)c2oc3ccc(F)cc3c(=O)c2C1c1cccnc1 (stereo unspecified)	2.6	1.7	3.3	0.4	1016	i	11.0	20.6%	-3.2	-0.6	i	-0.711	-0.184	-0.064	1.01	9.6%	i	23.0
COC(=O)c1cn(CCOc2ccc(C)cc2)c2ccccc12	1.6	1.1	2.4	.	.	i	-6.4	2.3%	44.5	15.4	i	-1.04	-0.0863	-0.447	0.732	9.1%	i	51.2
CCCNC(=O)c1nc(C)n(-c2cc(Cl)ccc2Cl)n1	3.4	2.5	6.9	-4.2	1092	i	-5.8	-3.1%	-23.4	10.7	i	-0.578	-0.304	0.047	0.169	6.9%	i	61.0
CN(Cc1nccn1C)C(=O)CC1C(=O)NCCN1Cc1ccccc1C(F)(F)F (stereo unspecified)	2.2	1.4	3.8	-1.0	958	i	13.3	-0.8%	-4.2	1.0	i	0.262	-0.26	-0.0732	0.0101	-4.3%	i	10.8
OCCCc1nc2n(n1)C(c1ccccc1)C=C(c1ccccc1)N2 (stereo unspecified)	2.2	3.1	7.4	-6.5	1107	i	6.1	-33.4%	-8.4	-0.7	i	-0.148	-0.242	0.124	0.63	4.3%	i	24.5
C/C(=N\Nc1ccc(Cl)c(Cl)c1)c1ccc(-n2ccnc2)cc1	2.9	2.0	7.2	.	.	i	-13.4	4.5%	68.8*	65.7*	i	0.0566	-0.271	-0.309	-0.21	1.4%	i	29.5
C/C(=N\Nc1ccc([N+](=O)[O-])cc1)c1ccco1	3.1	2.1	4.7	-1.6	484	i	7.2	-3.1%	-2.2	9.8	i	-1.29	-0.198	-0.418	1.03	2.7%	i	45.1
CN(C(=O)COC(=O)c1ccc([N+](=O)[O-])cc1)c1ccccc1	4.5	1.8	12.0	-0.3	1118	i	1.3	-5.3%	15.3	7.1	i	0.306	-0.169	0.409	-0.168	0.3%	i	28.8
COc1ccc(CN2CCN(S(=O)(=O)c3ccc(NC(C)=O)cc3)CC2)cc1	.	.	.	0.6	1349	.	.	-7.5%	.	.	i	1.21	-0.674	0.63	-1.22	-5.4%	i	50.3
Cn1c(C(C(=O)NCC2CCCO2)N(C(=O)Cn2nnc3ccccc32)C2CCCCC2)nc2ccccc21 (stereo unspecified)	3.4	1.8	10.7	-3.0	1144	i	-27.9	8.5%	6.9	14.4	i	-0.99	-0.194	-0.0871	-0.249	2.7%	i	54.6
COC(=O)CCCC1=CC2=CC(=O)C(C)(OC(=O)c3cccs3)C(=O)C2=CN1c1cccc(C#N)c1 (stereo unspecified)	.	.	.	1.5	1206	.	.	4.9%	.	.	i	-0.987	-0.826	-0.311	1.12	4.0%	i	20.8
O=C(O)CC(c1cccc(C(F)(F)F)c1)N1CCS(=O)(=O)CC1 (stereo unspecified)	1.1	0.6	2.0	-0.9	1079	i	19.9	-1.3%	6.4	3.1	i	-0.786	-0.296	-0.317	0.976	2.7%	i	43.1
CCn1c(=NC(=O)c2ccc(S(=O)(=O)N3CCOCC3)cc2)sc2cccc(OC)c21	6.8	0.5	4.0	.	.	i	14.9	-3.4%	36.7	2.5	i	-0.946	-0.368	-0.152	0.703	6.4%	i	33.6
Cc1ccc(C)c(OCC(=O)NC(Cc2c[nH]c3ccccc23)C(=O)O)c1 (stereo unspecified)	2.0	1.0	6.1	0.8	1495	i	-3.9	-8.9%	-2.6	-2.7	i	0.762	-0.255	0.403	0.659	7.5%	i	49.0
C=CCn1c(SCC(=O)Nc2c(C)n(C)n(-c3ccccc3)c2=O)nc2scc(-c3ccccc3)c2c1=O	2.7	1.3	6.7	-4.2	1198	i	-4.2	7.0%	-9.2	-4.3	i	0.169	-0.187	0.45	0.167	4.9%	i	25.7
Cc1cc(NC(=O)CCC2CCCC2)no1	2.5	1.7	3.7	-1.8	1151	i	1.3	-0.4%	9.2	-5.7	i	0.154	-0.23	0.0955	0.365	3.0%	i	14.4
CCC(=O)N1CCC2(CC1)Oc1ccc(F)cc1C(=O)C21CC(c2ccccc2)=NO1 (stereo unspecified)	.	.	.	1.5	1027	.	.	1.2%	.	.	i	0.747	-0.82	0.5	-0.0326	-0.9%	i	57.5
COCCN(C(=O)CSc1nncn1-c1ccccc1)c1c(N)n(Cc2ccccc2)c(=O)[nH]c1=O	3.1	2.5	6.0	.	.	i	0.4	7.7%	7.4	29.5	i	0.126	-0.276	-0.275	-0.393	-4.0%	i	3.6
More results follow:
SMILES	MT stabilize HCS	MT stabilize HCS Hoechst-high %	MT stabilize HCS cytotoxicity %	bCat nuc transl	bCat nuc transl cell count 5 µM	Autophagy HCS	Autophagy HCS cell loss 18 h	M17LAP inhibition	WT yeast gro inh	WT yeast gro inh mutant strain	Yfh1-depleted yeast	Dynein transport	Dynein transport cytoplasmic EGFP	Dynein transport nuclear GR-EGFP	Dynein transport cell count	M1AAP inhibition	T cell HTS	T cell HTS vesicle-bound %
O=C(CN1CCN(c2ccc(F)cc2)CC1)Nc1cc(C(F)(F)F)ccc1Cl	4.1	3.0	7.9	-0.5	1053	i	11.0	-2.5%	19.3	18.2	i	-1.66	-0.311	-1.17	0.205	-0.9%	i	52.1
COC(=O)C1=C(N)Oc2cc(C)n(CCc3ccccc3)c(=O)c2C1c1cccnc1 (stereo unspecified)	2.9	3.1	7.0	-1.3	823	i	-4.4	0.0%	11.3	9.6	i	1.65	-0.0282	1.39	-0.993	2.8%	i	63.6
Cc1cc(Cl)ccc1OCC(=O)N[C@@H](Cc1ccccc1)c1nc2ccccc2[nH]1	1.4	3.7	10.3	-2.2	1092	i	8.6	1.4%	-11.7	-3.1	i	-0.0562	-0.209	-0.306	0.0863	9.9%	i	35.3
CCOc1ccc(NC(=O)CSc2nc3ccccc3c(=O)n2CCNC(C)=O)cc1	3.0	2.4	6.4	-1.9	1528	i	-17.9	-3.8%	-13.7	-1.1	i	-0.702	-0.303	-0.257	0.25	0.4%	i	27.8
O=C1Nc2ccccc2/C1=N/N=C/c1ccc(-c2ccc([N+](=O)[O-])cc2)o1	2.2	3.0	6.6	-6.8	1165	i	-7.6	32.7%	-7.2	-9.2	i	-0.811	-0.164	-1.04	0.465	10.0%	.	.
Cc1ccc2oc(=O)c(/C=C(\O)C(C)(C)C)nc2c1	2.2	1.9	2.1	-1.2	1034	i	5.8	4.3%	-19.2	-15.2	i	0.985	-0.266	-0.131	-0.474	-0.7%	i	9.3
O=C(N/N=C/c1ccccn1)c1cc(-c2ccc3ccccc3c2)n[nH]1	10.6	1.5	4.7	6.6	894	i	10.6	9.8%	-3.3	-5.0	i	0.0103	-0.166	0.042	-0.352	-9.5%	i	42.3
S=c1[nH]nc(CNc2ccc(Cl)cc2)n1Cc1ccccc1	2.5	2.3	7.5	5.1	860	i	9.2	5.8%	10.0	9.7	i	-0.0196	-0.183	0.31	0.73	-1.9%	i	30.3
CC(=O)c1cn(CC(=O)Nc2ccc(C)cc2C)c2ccccc12	3.9	1.9	2.8	-2.1	599	i	12.6	-8.0%	-5.5	2.5	i	-0.653	-0.26	-0.801	0.378	-1.0%	i	35.4
COc1ccc(-c2noc(C(C)n3nc(C)c([N+](=O)[O-])c3C)n2)cc1OC (stereo unspecified)	1.9	1.1	6.3	-4.2	903	i	-35.7	-5.5%	-11.6	11.2	i	1.14	-0.224	0.836	-0.124	-14.5%	i	25.1

From PubChem BioAssay
